# Bioassay records deposited in PubChem by University of Kansas High Throughput Screening Laboratory.
# mHTT CaM bind: mHTT-calmodulin interaction abrogation | P42858 | AlphaScreen His-mHTT/GST-CaM binding, luminescence | inhibition, % at 15 µM | 3.6% of 190,000 active | AID 1671202;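 also: 0% = both proteins with DMSO and 100% = one protein alone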
# Pf apPOL inh: Pf-apPOL DNA polymerase inhibition; Recombinant Pf-apPOL, molecular beacon fluorescence, 1.5 h; inhibition, % at 10 µM; 0.25% of 210,000 active
# * hit, by the source's call; nt = no result given; & = joins results of further samples. Rule as the data show it: active = inhibition above about 50%; inactive = the rest. An excerpt; the hit share may differ from the screen's.
SMILES,mHTT CaM bind,Pf apPOL inh
CSc1ccc(NC(=O)C2CCN(c3cncnc3N3CCOCC3)CC2)cc1,14,-3
Cc1cccc2nnc(N3CCC(NC(=O)c4ccc(C(F)(F)F)cc4)CC3)n12,8,-10
CCCOc1cccc(C(=O)Nc2ccc(C)cc2[N+](=O)[O-])c1,14,-1
C=CCN1C(=O)/C(=C\C=C\c2ccccc2)SC1=Nc1nnc(CC)s1,13,-4
COCCNC(=O)C1CCN(S(=O)(=O)c2ccc(F)cc2)CC1,-6,-1
COc1ccc(C(=O)N2CCCn3nc(-c4ccc(C(F)(F)F)cc4)cc3C2)cn1,21,-6
CNc1ccc(Br)cc1-c1nc2ccccc2[nH]c1=O,8,0
c1ccc(-n2nnnc2Cc2nnnn2-c2ccccc2)cc1,5,-8
CNc1nc(Nc2ccccc2F)nc2ccccc12,-3,-5
COc1ccc(CCNc2nc3c(c(=O)n(C)c(=O)n3C)n2Cc2cccc(F)c2)cc1OC,19,-4
O=C(c1cccc2[nH]ccc12)N1CCCC(c2n[nH]c(C3CC3)n2)C1 (stereo not given),6,-4
O=C(CN1CCOCC1)N1CCCCC1c1nc(C2CC2)no1 (stereo not given),-4,-4
CNC(=O)c1ccc(-c2noc(C)n2)cc1,1,-5
Cc1cccc(-n2nc3c(c2NC(=O)c2c(F)cccc2F)CSC3)c1C,5,-4
COC(=O)Nc1ccc(Oc2cccc(OC)c2)nc1,-4,-6
O=[N+]([O-])c1ccc(COc2ccccc2F)cc1,-20,-9
Cc1cc(C)c(OCC(O)CNC(C)(C)C)c(C)c1 (stereo not given),-8,0
CC(C)CCNCC1OCc2ccccc2CO1,-9,5
Cc1ccc(C2CCCN2C(=O)c2cc(C3CC3)on2)cc1 (stereo not given),-3,-1
O=c1cc(N2CCOCC2)oc2c(-c3ccccc3)cccc12,nt,-9
CC(C)C(=O)NCCc1csc(C2CCCN(C(=O)C3CCCC3)C2)n1 (stereo not given),1,-2
Cc1ccc(S(=O)(=O)N2CC3CN(C(=O)CC(C)(C)C)CC(C2)O3)cc1,-3,-4
COc1ccc(C2SCCN2S(=O)(=O)c2cccc([N+](=O)[O-])c2)cc1 (stereo not given),19,5
Cc1ccc(C(=O)CC2(O)C(=O)Nc3ccc(Br)cc32)cc1 (stereo not given),3,-15
Cc1ccc([N+](=O)[O-])cc1NC(=O)COc1ccc(Br)cc1C,0,-3
COc1ccc(C2C3C=CCC(c4cccc(-c5ccc(C)cc5)c4)C3C(=O)N2Cc2ccccc2)cc1Cl (stereo not given),2,0
COc1ccc(C(=O)Nc2ccc(C(C)C)cc2)cc1OC,14,0
O=S(=O)(Nc1ccccc1SCc1cccc(Cl)c1F)c1cc(Cl)sc1Cl,nt,-3
CCOC(=O)[C@]12Cc3c(cc(OC)c(OC)c3OC)[C@H]1N(CCC(=O)OC)C(=O)c1cc(OC)ccc12,10,-1
Cc1ccc(C2=Nc3cccnc3N(CC(=O)Nc3ccc(F)cc3)C(=O)C2)cc1,3,-1
Cn1nc([N+](=O)[O-])nc1-n1cnc2ccccc21,-5,-2
O=[N+]([O-])c1ccccc1S(=O)(=O)N1CCN(c2ccc(Cl)cc2)CC1,30,-2
COc1ccc(-c2coc3cc(OCc4ccccc4C)ccc3c2=O)cc1OC,8,29
Cc1nc2cc(Cl)ccc2c(=O)n1Cc1ccncc1,nt,-11
COc1ccc(CC(=O)Nc2ccc(NC(=O)c3ccc(Cl)cc3Cl)cc2)cc1OC,-1,-3
Cc1cc(C)c(C#N)c(N2CCOCC2)n1,nt,0
CN(CCCNC(=O)/C=C1\Sc2ccccc2NC1=O)c1ccccc1,24,-19
CCOc1ccc2nc(SCC(=O)Nc3ccccc3Br)[nH]c2c1,0,-5
CCCC(=O)Nc1c(-c2ccc(OC)cc2)nc2ccc(C)cn12,30,-4
O=C(O)c1ccc([N+](=O)[O-])c(CS(=O)(=O)c2ccccc2)c1,nt,-2

# Quoted from the listing for reference:
SMILES,mHTT CaM bind,Pf apPOL inh
Cc1cccc(-n2nc3c(c2NC(=O)c2c(F)cccc2F)CSC3)c1C,5,-4
COC(=O)Nc1ccc(Oc2cccc(OC)c2)nc1,-4,-6
O=[N+]([O-])c1ccc(COc2ccccc2F)cc1,-20,-9
Cc1cc(C)c(OCC(O)CNC(C)(C)C)c(C)c1 (stereo not given),-8,0
CC(C)CCNCC1OCc2ccccc2CO1,-9,5
Cc1ccc(C2CCCN2C(=O)c2cc(C3CC3)on2)cc1 (stereo not given),-3,-1
O=c1cc(N2CCOCC2)oc2c(-c3ccccc3)cccc12,nt,-9
CC(C)C(=O)NCCc1csc(C2CCCN(C(=O)C3CCCC3)C2)n1 (stereo not given),1,-2
Cc1ccc(S(=O)(=O)N2CC3CN(C(=O)CC(C)(C)C)CC(C2)O3)cc1,-3,-4
COc1ccc(C2SCCN2S(=O)(=O)c2cccc([N+](=O)[O-])c2)cc1 (stereo not given),19,5
Cc1ccc(C(=O)CC2(O)C(=O)Nc3ccc(Br)cc32)cc1 (stereo not given),3,-15
Cc1ccc([N+](=O)[O-])cc1NC(=O)COc1ccc(Br)cc1C,0,-3
COc1ccc(C2C3C=CCC(c4cccc(-c5ccc(C)cc5)c4)C3C(=O)N2Cc2ccccc2)cc1Cl (stereo not given),2,0
COc1ccc(C(=O)Nc2ccc(C(C)C)cc2)cc1OC,14,0
O=S(=O)(Nc1ccccc1SCc1cccc(Cl)c1F)c1cc(Cl)sc1Cl,nt,-3
CCOC(=O)[C@]12Cc3c(cc(OC)c(OC)c3OC)[C@H]1N(CCC(=O)OC)C(=O)c1cc(OC)ccc12,10,-1
Cc1ccc(C2=Nc3cccnc3N(CC(=O)Nc3ccc(F)cc3)C(=O)C2)cc1,3,-1
Cn1nc([N+](=O)[O-])nc1-n1cnc2ccccc21,-5,-2
O=[N+]([O-])c1ccccc1S(=O)(=O)N1CCN(c2ccc(Cl)cc2)CC1,30,-2
COc1ccc(-c2coc3cc(OCc4ccccc4C)ccc3c2=O)cc1OC,8,29
Cc1nc2cc(Cl)ccc2c(=O)n1Cc1ccncc1,nt,-11
COc1ccc(CC(=O)Nc2ccc(NC(=O)c3ccc(Cl)cc3Cl)cc2)cc1OC,-1,-3
Cc1cc(C)c(C#N)c(N2CCOCC2)n1,nt,0
CN(CCCNC(=O)/C=C1\Sc2ccccc2NC1=O)c1ccccc1,24,-19

# The list continues:
SMILES,mHTT CaM bind,Pf apPOL inh
COc1cc2c(cc1OC)C(c1ccccc1[N+](=O)[O-])N(C(C)=O)CC2 (stereo not given),9,2
Cc1ccccc1C(=O)Nc1ccc(N2CCCN(C(=O)C3CC3)CC2)nc1,7,-3
O=C(NCc1cc(-c2ccc3c(c2)OCO3)on1)c1cc(-c2cccs2)[nH]n1,-13,-7
COc1cc(OC)c(NC(=O)COc2ccc(C)cc2Br)cc1Cl,-3,0
Cn1c(Sc2ccc([N+](=O)[O-])cc2C(F)(F)F)nnc1-c1ccccc1,10,17
O=C1C(=Cc2cccc([N+](=O)[O-])c2)Oc2cc(OC(=O)N3CCOCC3)ccc21,5&3,-5&3
O=C(C1CC1)N1CCc2cc(Br)cc(S(=O)(=O)Nc3ccc(F)cc3Cl)c21,11,0
COc1ccc(C(=O)N2CCCCC2CCN2CCCCC2)cc1 (stereo not given),-5,-8
O=[N+]([O-])c1cnc(Sc2nnc(-c3ccc(Cl)cc3)o2)s1,nt,-2
O=C(Nc1ccc(S(=O)(=O)Nc2nccs2)cc1)C(Cl)Cl,7,-6
O=C(C1CCC1)N1CCc2sc(S(=O)(=O)NCc3ccccc3Cl)cc2C1,0,-3
Cc1cc(C(=O)N2CCCCCC2)nc2cc(-c3ccccn3)nn12,2,-5
O=[N+]([O-])c1ccc2nc(SCc3c[nH]c4ccccc34)sc2c1,58*,-9
O=C(NCCCN1CCOCC1)c1cc2nc(-c3ccco3)cc(C(F)(F)Cl)n2n1,13,-2
CC1(C)CC(OC(=O)CC(=O)OC2CC(C)(C)NC(C)(C)C2)CC(C)(C)N1,-5,-2
COc1cccc(NC(=O)CN2C(=O)C(c3ccccc3)=NC2(C)C)c1,-7,-4
Nc1c(C(=O)Nc2cccc(Cl)c2)sc2nc3c(c(-c4cccnc4)c12)CCC3,nt,-4&2
O=C(NCc1cccc(Cl)c1)C1CCCN(c2nccnc2Oc2ccccc2)C1 (stereo not given),-6,-3
CN(C)CCNC(=O)C1CCN(c2nc3ccc(-c4cccnc4)nc3s2)CC1,0,-2
COc1ccc(NS(=O)(=O)c2cc3c(s2)CCN(C(=O)C2CC2)C3)cc1Cl,12,2
O=[N+]([O-])c1ccc2c(c1)S(=O)(=O)CC2Sc1ccc(Cl)cc1 (stereo not given),nt,-1&0
Cc1cc(Br)ccc1NC(=O)CSc1ccccc1,-9,-7
O=C(Nc1cccc(-c2nc3ccccc3[nH]2)c1)c1cc(-c2ccco2)on1,37,-10
O=[N+]([O-])c1cccc(S(=O)(=O)Nc2cnn(Cc3ccc(Cl)cc3Cl)c2)c1,1,-2
COc1cc(C=C2C(=O)N(C)C(=O)N(C)C2=O)ccc1OCc1ccccc1Cl,0,-8
O=C(O)c1ccccc1Nc1ccn2c(=O)c3ccccc3nc2n1,2,1
CC(Oc1ccccc1)C(=O)Nc1ccc(S(=O)(=O)N2CCOCC2)cc1 (stereo not given),1,-20
Cc1ccc(S(=O)(=O)CCC(=O)O)cc1C,-9&1,7&-3
CC1c2cccn2CCN1C(=O)Nc1cccc(F)c1 (stereo not given),2,-1
O=C(Nc1ccc2ccccc2c1)C1CCCN(S(=O)(=O)c2ccccc2)C1 (stereo not given),18,-6
O=C(NCc1ccccc1Cl)c1csc2c1CCCC2,-5,-1
CCC(CC)C(=O)Nc1nc2c(s1)CN(S(=O)(=O)c1ccc(OC)cc1)CC2,17,-5
Cc1c(N=Cc2ccc(N3CCOCC3)c([N+](=O)[O-])c2)c(=O)n(-c2ccccc2)n1C,2,0
Cc1nc(CSc2ccc(-c3ccc4c(c3)OCO4)nn2)cs1,2,-9
NC(=O)C(c1ccccc1)c1ccccn1 (stereo not given),-1,-7
O=C(Nc1ccc(C(F)(F)F)cc1)O[C@H]1CCC12CCC(c1ccccc1)CC2 (stereo not given in full),-8,2
COc1cccc2c1OC(c1ccc(SC)cc1)N1N=C(c3ccco3)CC21 (stereo not given),50,-17
COc1cc2c(cc1OC)C(Nc1ccc([N+](=O)[O-])cc1)=NC1(CCCC1)C2,0,4
O=C(NC1CCCC1)C1CCN(c2cnc(N3CCSCC3)nc2)CC1,-12,0
O=C(C1CCCCC1)N1CCCN(c2ncccc2-c2nc(C3CC3)no2)CC1,-16,-4

# Exported with tabs: two of the compounds above.
SMILES	mHTT CaM bind	Pf apPOL inh
COc1cc(C=C2C(=O)N(C)C(=O)N(C)C2=O)ccc1OCc1ccccc1Cl	0	-8
O=C(Nc1ccc2ccccc2c1)C1CCCN(S(=O)(=O)c2ccccc2)C1 (stereo not given)	18	-6

# Going on with the list.
SMILES,mHTT CaM bind,Pf apPOL inh
O=C(CNS(=O)(=O)c1cccs1)Nc1ccc2c(c1)OCCO2,-3,-4
Cc1cccc(C)c1N=C1C(=O)Nc2ccc(Br)cc21,30,4
CCn1cc(C(=O)NCc2cc(-c3cccs3)on2)c(=O)c2ccc(C)nc21,-13,-5
COCC(=O)NCc1ccc2c(c1)cc(C)n2C,-6,-9
COc1ccc(-c2c(C)c3ccc(O)c(CN4CC5CC(C4)c4cccc(=O)n4C5)c3oc2=O)cc1 (stereo not given),13,-112
CCCc1cc(C2CCCN2C(=O)c2c(F)cccc2F)no1 (stereo not given),0,-5
O=C(c1ccc(Br)o1)N(Cc1ccccc1)Cc1ccccc1,-2&-9,-9&-6&-6
CCN1CCN(c2ccc(NC(=O)c3ccc(Cl)cc3)cn2)C1=O,-3,-3
O=C(NCCn1ncc2c(NCCc3ccccc3)ncnc21)c1ccc(F)cc1F,-9,-24
Cc1ccc(-n2nc3c(c2NC(=O)c2ccc(S(=O)(=O)N(C)C)cc2)CSC3)c(C)c1,-4,2
CC(C)(C)[C@]1(O)CCN2C[C@H]3c4ccccc4CCc4cccc(c43)[C@@H]2C1,nt,-6&10
Cc1ccc(C)c(S(=O)(=O)NCCOc2ccc3c(c2)OCO3)c1,7,-6
COCC(=O)Nc1nc2c(s1)CN(S(=O)(=O)c1ccc(C)cc1)CC2,5,-21
COc1ccc(OC)c(C=C2Oc3c(ccc4c3CN(Cc3ccco3)CO4)C2=O)c1,16,-8
CCCCC[C@H](C)N1C[C@H](COCc2ccccc2)Oc2cc(N3CCC[C@H]3C(N)=O)ccc2S1(=O)=O,42,-18
